# Assay outcomes from PubChem.
# All columns: NCI-60 one-dose screen, growth in % after 48 h at 10 µM unless noted; 100 = growth as untreated, 0 = no growth, -100 = all killed.
# K-562 = K-562 leukemia | 78,000 compounds, 7.4% hits | AID 1794777
# MDA-MB-231 = MDA-MB-231 breast cancer; 81,000 compounds, 5% hits; AID 1794789
# LOX IMVI = LOX IMVI melanoma; 79,000 compounds, 7.4% hits
# HS 578T = HS 578T breast cancer; 78,000 compounds, 4.1% hits; AID 1794788
# T-47D = T-47D breast cancer; 79,000 compounds, 5% hits
# BT-549 = BT-549 breast cancer | 78,000 compounds, 4.4% hits
# MDA-MB-468 = MDA-MB-468 breast cancer; 78,000 compounds, 8.5% hits; AID 2202374
# MCF7 = MCF7 breast cancer. 82,000 compounds, 6.3% hits. AID 1794796
# * marks the source's active call; other numbers are inactive results; . = not tested or not shown; & = joins results of further samples. Rule for the calls: active = growth percent below 10; inactive = the rest.
SMILES,K-562,MDA-MB-231,LOX IMVI,HS 578T,T-47D,BT-549,MDA-MB-468,MCF7
Oc1[nH]c(=S)sc1C=Nc1ccc(F)cc1,99.3,109.0,102.8,103.0,95.3,103.2,105.7,95.7
O=C1c2ccccc2C(=O)c2cc(S(=O)(=O)Cl)ccc21,99.9,107.9,108.4,113.6,100.2,104.5,123.0,97.8
O=C1N/C(=N\c2ncn[nH]2)S/C1=C\c1cccs1,96.1,93.0,84.3,97.9,83.8,95.5,102.6,78.5
CCCCc1ccc(Nc2nnc(SCC(=O)NC(=O)NCC)s2)cc1,91.6,88.1,94.1,60.6,127.6,.,.,100.6
NCc1nnc(CCC(=O)c2nc3ccccc3[nH]2)o1,95.8,101.2,91.3,107.3,113.6,107.8,110.6,89.8
O=C1Nc2ccc(Cl)cc2/C1=C/c1ccc(OCc2ccc(F)cc2)cc1,78.4,95.2,92.8,101.4,101.6,106.5,97.3,84.6
Cc1ccc(OCCOCCOCCOCCOCCOc2ccc(C)n(O)c2=S)c(=S)n1O,14.5,29.8,3.6*,45.8,15.1,26.0,-22.8*,11.5
NS(=O)(=O)Oc1ccc2c(c1)O/C(=C\c1cccc3ccccc13)C2=O,102.3,103.7,101.7,107.2,90.9,94.6,112.0,100.6
Oc1ccc(-c2nnc(Nc3ccc(C(F)(F)F)cc3)o2)cc1,101.1,87.4,98.1,94.2,87.9,107.4,102.6,84.1
O=C(c1cc(-c2ccccc2)nc2ccccc12)N1N=C(c2ccc(Cl)cc2)CC1c1cc(-c2ccccc2)nn1-c1ccccc1 (stereo not drawn),89.1,91.7,87.5,103.1,76.3,87.6,116.0,68.5
COc1cc(OC)c(C(=O)c2nccn2C)c(OC)c1,95.5,112.7,96.1,115.7,89.7,95.6,96.2,102.7
CCc1cccc(C(C)(C)C)c1NC(=S)N/C=C(/C#N)C(N)=O,113.2,100.6,93.4,93.0,83.8,104.8,103.6,100.6
C#CCC1(c2ccc(OC)cc2)NS(=O)(=O)c2ccccc21 (stereo not drawn),94.5,105.1,97.9,101.5,97.2,97.3,109.7,88.9
Cn1c(=O)ccc(=O)n1-c1ccccc1,100.3,116.0,97.9,101.7,107.0,113.4,103.6,93.7
Cc1ccccc1CNc1ncnc2[nH]ncc12,46.8,106.0,95.0,165.0,96.9,104.6,87.7,104.1
Cc1cc(/C=C/c2ccc3cc(N(C)C)ccc3[n+]2C)c(C)n1-c1ccccc1,1.0*,-18.9*,-38.0*,-10.0*,-47.3*,-52.2*,-81.9*,-11.6*
O=C(NNc1nc2cc(N3CCOCC3)ccc2n2cccc12)c1cnccn1,90.6,73.1,58.3,107.5,96.6,83.3,.,79.6
COc1cc(/C=C\c2cc(/C=C\c3ccc(O)c(OC)c3)n(C(=O)CNc3ccccc3OC)n2)ccc1O,19.4,87.0,40.2,49.8,91.8,66.0,95.8,.
O=C1Nc2ccc(Br)cc2/C1=N/N=C/c1ccc(F)cc1,99.7,99.0,104.3,93.1,89.7,101.2,87.2,77.8
C[n+]1ccccc1/C=C/c1ccc(Cl)cc1,92.2,114.5,96.0,94.1,104.7,91.1,75.8,96.4
O=C1/C(=C/c2ccc(Cl)cc2)CN(Cc2cn(CCNc3ccnc4cc(Cl)ccc34)nn2)C/C1=C\c1ccc(Cl)cc1,-34.5*,-43.2*,-93.0*,-19.8*,-32.6*,-96.4*,-76.2*,-100.0*
NC(=O)c1c(O)cccc1O,123.2,95.8,89.5,132.2,102.7,106.6,114.6,109.0
COc1cccc(-c2ccc3c(c2)C2CCN(Cc4ccccc4)C3C2)c1 (stereo not drawn),22.7,88.8,85.5,90.0,76.3,64.2,67.9,60.1
CCOC(=O)c1sc2nc(-c3cccc([N+](=O)[O-])c3)nc(N3CCOCC3)c2c1C,107.2,88.9,96.8,92.9,95.5,96.6,89.1,90.2
N#CC(CCc1ccccc1[N+](=O)[O-])(CCc1ccccc1[N+](=O)[O-])C(N)=O,53.4,79.2,94.3,95.1,84.2,102.5,94.6,96.5
COc1ccc2ccccc2c1/C=C1\SC(=Nc2ccc(O)cc2)NC1=O,7.5*,15.1,-3.9*,24.1,36.4,-22.6*,-34.7*,9.6*
CCC(C)[C@H](NC(=O)[C@H](CC(=O)O)NC(=O)[C@@H](NC(=O)[C@@H](NC(=O)[C@H](Cc1c[nH]c2ccccc12)NC(=O)[C@H](Cc1cnc[nH]1)NC(=O)[C@@H](N)CO)C(C)(C)C)C1CCCCC1)C(=O)O (stereo partly drawn),107.3,112.1,97.3,101.1,117.1,103.4,114.0,100.3
COc1ccc2oc(=O)cc(-c3sc(N4CCCCC4)nc3-c3ccccc3)c2c1,95.1,89.1,93.4,104.4,85.0,98.3,119.5,67.3
O=C(O)c1ccc(-c2ccc(/C=N/NC(=O)c3[nH]c4ccc(Br)cc4c3-c3ccccc3)s2)cc1O,51.4,72.7,34.0,26.5,57.9,48.5,70.4,73.3
CCOC(=O)c1ccc(O)cc1,96.5&113.1,107.1&111.8,97.0&99.8,97.5&103.1,94.6&122.1,105.6&92.1,101.9&116.4,104.4&123.5
O=C(NN1C(=O)c2c(Cl)c(Cl)c(Cl)c(Cl)c2C1=O)c1ccc(OCc2nc3ccc(Cl)cc3[nH]2)cc1,102.9,100.0,96.5,106.7,77.7,98.8,100.5,74.1
COc1ccc(-c2nc3ccc(-c4nnc(SCC(=O)Nc5ccc(Br)cc5)o4)cc3[nH]2)cc1,64.7,96.9,59.2,82.6,91.0,116.6,94.1,80.6
COc1ccc(C(=O)CSc2cc[o+]cc2)cc1,112.1,101.8,94.7,97.8,90.6,110.2,100.1,98.2
COc1ccc(/C=C(\C#N)c2cc3ccccc3n2S(C)(=O)=O)cc1,30.8,85.4,.,95.6,96.2,86.0,69.3,66.8
CCCCCCN(CCCCCC)C(C)C(O)c1ccc2cc(Br)c3ccccc3c2c1 (stereo not drawn),82.6,119.0,85.2,.,112.6,133.1,125.9,109.2
COc1cc(OC)c2c(=O)cc(-c3ccccc3)oc2c1,98.4,97.0,97.5,113.1,91.2,108.8,.,101.7
O=P1(O)CC2=C(CC=CC2)C1,98.5,109.7,97.0,124.3,92.1,97.5,101.9,101.4
CON=C1CCC(C(C)(C)C)CC1 (stereo not drawn),90.8,111.8,103.5,117.4,106.8,107.2,96.2,101.2
Cn1cc(-c2nnc(N)nc2-c2c[nH]c3ccccc23)c2cc(F)ccc21,16.4,84.0,76.6,81.9,68.6,73.6,29.1,36.3
COc1ccc(/C(C)=N/N=C2C(=O)Nc3c(Cl)cccc32)cc1S(N)(=O)=O,99.4,86.0,99.9,77.2,95.5,75.2,86.4,85.7
COc1cc2nc(Cl)nc(Nc3cccc(C(C)=O)c3)c2cc1OC,92.0,82.4,.,103.5,81.6,91.4,95.0,94.8
N#Cc1nc(CC(=O)c2ccc(Cl)cc2Cl)c(CC(=O)c2ccc(Cl)cc2Cl)nc1C#N,97.7,.,89.9,86.8,.,107.9,104.3,81.9
CN1CCN(c2ccc3c(C(N)=O)c(NC(=O)c4ccc(C(C)(C)C)cc4)sc3c2)CC1,21.2,90.6,-53.3*,91.2,92.3,89.9,90.7,39.7
O=C(Cn1cc(COc2ncnc3c2cnn3-c2ccccc2)nn1)Nc1ccc(F)cc1,97.9,95.3,96.2,79.5,82.4,87.3,91.7,99.3
COc1cc2c3c(n(CCCN4CCC[C@@H]4CO)c(=O)c2cc1OC)-c1cc2c(cc1C3=O)OCO2,2.2*,-93.3*,-98.7*,-6.4*,49.3,34.9,-92.4*,-84.9*
O=C(CCc1nnc2sc(-c3ccccc3)nn12)c1nc2ccccc2[nH]1,5.8*,97.2,88.3,102.1,80.3,98.4,87.3,87.0
C=CCNC(=S)N/N=C(\C)c1nnn(-c2ccc(Cl)cc2)c1C,85.0,94.0,96.3,99.8,84.4,110.0,86.9,82.7
COc1ccc(C2(SCCNCc3cc(N(C)C)ccn3)c3ccccc3C=Cc3ccccc32)cc1,2.1*,-29.2*,2.3*,-3.8*,32.4,6.6*,-46.9*,-5.1*
O=Nc1c(-c2c(O)[nH]c3ccc([N+](=O)[O-])cc23)[nH]c2ccc(O)cc12,20.9,25.4,-32.4*,1.2*,16.8,4.6*,.,2.7*
COc1cc(C)ccc1Oc1nc(Nc2ccc(N3CCOCC3)cc2)ncc1N=Cc1cccc(OC(F)(F)F)c1,55.4,63.6,65.2,44.0,58.7,67.5,59.2,48.6
Cc1ccccc1C(O)c1ccccc1 (stereo not drawn),116.6,108.5,93.4,109.5,112.1,102.4,97.7,97.6
Cc1cc2c3ccccc3ncn2n1,96.6,110.4,92.7,109.5,95.6,101.2,103.3,93.8
O=C1CNC(=O)c2cc(Cl)ccc2N1,93.2,109.6,97.1,107.0,95.8,109.0,98.8,91.8
CCCCC[C@@H]1Cc2cc(O)c(C(=O)O)c3c2[C@H](C[C@@]2(CCCO2)O3)O1,58.1,100.8,93.6,122.3,107.9,114.6,.,102.1
Nc1n[nH]c(CC(=O)NCc2ccccc2)n1,101.0,104.9,103.8,105.1,105.7,110.4,105.7,99.7
O=C(COc1cc(O)c2c(=O)cc(-c3ccccc3)oc2c1)Nc1ccccc1C(F)(F)F,49.2,9.6*,52.0,15.5,14.3,.,67.6,49.8
COC(=O)C1(CC(=O)c2ccco2)NC(=S)NC(=O)C1C#N (stereo not drawn),109.3,108.3,97.5,109.4,134.2,134.0,93.3,93.0
CNCCCNCCCCNCCCN1C(=O)c2ccc3c4c(ccc(c24)C1=O)C(=O)N(CCCNCc1ccccc1OC)C3=O,20.2,47.3,8.9*,12.5,9.0*,57.8,28.6,7.9*
OC1C2CC3C1C3C2O (stereo not drawn),94.1,100.8,.,108.6,97.3,91.3,95.4,96.6
O=P(NCc1ccccc1)(OCc1ccccc1)OCc1ccccc1,87.7,93.4,101.4,105.3,98.2,97.5,97.8,100.3
# Next records:
SMILES,K-562,MDA-MB-231,LOX IMVI,HS 578T,T-47D,BT-549,MDA-MB-468,MCF7
O=C(O)C1CC(C(=O)O)SS1 (stereo not drawn),.,100.0,.,107.8,103.1,.,99.8,100.5
CCN(CC)CCCOc1cc(N)ccc1C#N,83.2,92.6,96.6,90.8,101.4,96.8,92.1,108.0
CCCCCCCCCCCCCc1nc(-c2cc(OC)c(OC)c(OC)c2)no1,98.6,98.4,100.2,93.8,102.3,111.7,.,98.7
Cc1ccc(C(=O)Nc2cccc(C(F)(F)F)c2)cc1Nc1nc(-c2cnccn2)nc2c1cnn2C,3.9*,25.3,62.3,51.2,74.5,143.0,104.3,73.2
O=C(CCCCCCN1CC(=O)N2[C@@H](c3ccccc3Br)c3[nH]c4ccccc4c3C[C@H]2C1=O)NO,22.6,50.0,-60.4*,59.6,19.2,87.1,36.2,21.4
COc1cc(Nc2nc(N[C@H]3CCCC[C@@H]3N)nc3cc[nH]c(=O)c23)cc(OC)c1,24.6,38.4,-66.8*,53.6,83.6,-27.0*,-24.5*,.
N#Cc1c(NCc2ccccc2I)sc2c1CCCCC2,95.3,85.4,91.1,93.3,73.3,102.3,97.1,80.0
O=C(Nc1ccc(F)cc1)Nc1ccc2c(ccn2C(=O)c2cccc(F)c2)c1,88.2,94.5,87.8,103.9,98.0,84.5,86.5,83.0
O=c1[nH]c2ccccc2[nH]c1=O,72.0&87.8,82.8&112.0,82.6,88.8,101.9&94.4,105.1&124.9,100.8&103.9,92.2&98.2
COc1ccc2[nH]c(=O)c(O)c(-c3ccc(F)cc3)c2c1,101.7,88.9,90.6,98.0,92.5,106.2,105.0,94.7
OC(c1ccccc1)(C(F)(F)Cl)C(F)(F)Cl,91.1,115.0,102.3,99.4,102.8,116.2,115.4,98.5
C#CCOC(=O)[C@]1(C)CCC[C@@]2(C)[C@H]1CC=C1C=C(C(C)C)CC[C@@H]12,95.9,96.8,106.6,94.3,96.3,106.7,86.9,101.4

# Already shown: entries from further up.
SMILES,K-562,MDA-MB-231,LOX IMVI,HS 578T,T-47D,BT-549,MDA-MB-468,MCF7
COc1ccc2[nH]c(=O)c(O)c(-c3ccc(F)cc3)c2c1,101.7,88.9,90.6,98.0,92.5,106.2,105.0,94.7
OC(c1ccccc1)(C(F)(F)Cl)C(F)(F)Cl,91.1,115.0,102.3,99.4,102.8,116.2,115.4,98.5
C#CCOC(=O)[C@]1(C)CCC[C@@]2(C)[C@H]1CC=C1C=C(C(C)C)CC[C@@H]12,95.9,96.8,106.6,94.3,96.3,106.7,86.9,101.4

# Whole records from above.
# CCN(CC)CCCOc1cc(N)ccc1C#N reads K-562 = 83.2; MDA-MB-231 = 92.6; LOX IMVI = 96.6; HS 578T = 90.8; T-47D = 101.4; BT-549 = 96.8; MDA-MB-468 = 92.1; MCF7 = 108.0
# C#CCOC(=O)[C@]1(C)CCC[C@@]2(C)[C@H]1CC=C1C=C(C(C)C)CC[C@@H]12 reads K-562 = 95.9; MDA-MB-231 = 96.8; LOX IMVI = 106.6; HS 578T = 94.3; T-47D = 96.3; BT-549 = 106.7; MDA-MB-468 = 86.9; MCF7 = 101.4
